Compound activity (PubChem BioAssay)
Bcl-B Bim block: human Bim-Bcl-B interaction inhibition | actives 0.073% (n = 190,000) | bead-based flow cytometry, Bim peptide-Bcl-B binding | inhibition, % at 10 µM;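 further: 0% = tracer peptide without compound and 100% = reference inhibitor peptide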
Target sequence (Q9HD36 whole entry, looked up): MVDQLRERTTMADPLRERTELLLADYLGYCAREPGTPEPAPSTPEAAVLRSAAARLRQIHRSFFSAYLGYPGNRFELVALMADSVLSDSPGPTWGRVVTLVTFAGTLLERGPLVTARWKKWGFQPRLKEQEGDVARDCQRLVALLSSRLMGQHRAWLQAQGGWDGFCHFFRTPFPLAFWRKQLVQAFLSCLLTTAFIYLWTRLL
Bim-Bcl-W: disrupts Bim peptide binding to human Bcl-W; Q92843; bead-based flow cytometry; inhibition, % at 10 µM; actives 0.02% (n = 190,000);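 further: 0% = bound tracer without compound and 100% = peptide blocker; higher means less fluorescent Bim peptide bound to Bcl-W beads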
Mcl1-Bid inh: disrupts binding of human Mcl-1 to Bid peptide | Q07820 | TR-FRET Mcl-1/Bid-Dy647 peptide binding, 1536-well | inhibition, % at 21.7 µM | actives 0.97% (n = 220,000);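 active means compounds that cut the binding signal by more than half at the single screening dose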;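 further: His-tagged Mcl-1 with europium anti-His antibody binding Bid BH3 peptide; 0% = Mcl-1 plus peptide wells and 100% = peptide-only wells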
Target sequence (Q07820 whole entry, looked up): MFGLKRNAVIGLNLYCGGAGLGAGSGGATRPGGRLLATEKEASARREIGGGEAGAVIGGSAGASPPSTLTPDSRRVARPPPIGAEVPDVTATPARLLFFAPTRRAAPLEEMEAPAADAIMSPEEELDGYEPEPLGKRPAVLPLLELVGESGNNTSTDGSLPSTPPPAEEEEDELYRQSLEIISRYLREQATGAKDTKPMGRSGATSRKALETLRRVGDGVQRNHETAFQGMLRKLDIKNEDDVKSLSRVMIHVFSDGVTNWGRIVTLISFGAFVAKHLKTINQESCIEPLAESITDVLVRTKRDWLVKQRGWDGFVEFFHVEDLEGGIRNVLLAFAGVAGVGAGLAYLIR
Bim-Bcl-XL: disrupts Bim peptide binding to human Bcl-XL; inhibition, % at 10 µM; actives 0.04% (n = 190,000); Q07817; bead flow cytometry, fluorescence; AID 1007
Target sequence (Q07817 whole entry, looked up): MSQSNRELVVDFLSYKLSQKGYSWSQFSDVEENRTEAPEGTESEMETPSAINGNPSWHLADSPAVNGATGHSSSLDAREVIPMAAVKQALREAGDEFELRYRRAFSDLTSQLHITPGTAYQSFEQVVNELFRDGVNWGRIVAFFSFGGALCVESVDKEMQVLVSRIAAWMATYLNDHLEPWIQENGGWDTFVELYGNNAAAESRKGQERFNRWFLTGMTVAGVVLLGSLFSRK
Bcl-2 Bim block: human Bim-Bcl-2 interaction inhibition. P10415. Bead-based flow cytometry, Bim peptide-Bcl-2 binding. inhibition, % at 10 µM. actives 0.06% (n = 190,000). AID 950; in the data active means inhibition above about 40%; inconclusive means no clear call, values can overlap the other calls;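 further: 0% = no compound wells with probe peptide and 100% = reference peptide inhibitor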
Target sequence (P10415 whole entry, looked up): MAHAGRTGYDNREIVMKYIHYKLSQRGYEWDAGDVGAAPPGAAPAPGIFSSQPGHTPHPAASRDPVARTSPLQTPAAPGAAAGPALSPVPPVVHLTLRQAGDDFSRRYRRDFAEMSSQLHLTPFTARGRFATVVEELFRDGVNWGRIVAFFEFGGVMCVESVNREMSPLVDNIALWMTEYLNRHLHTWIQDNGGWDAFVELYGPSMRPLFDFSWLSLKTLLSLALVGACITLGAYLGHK
Bim-Bfl-1: human Bim-Bfl-1 interaction inhibition. inhibition, % at 10 µM. Q16548. actives 0.12% (n = 190,000). AID 1008. Bead-based flow cytometry, Bim-Bfl-1 binding inhibition;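 further: 0% = wells without compound plus tracer and 100% = blocker peptide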
RGS7-Gao reg: regulators of human RGS7-Galphao interaction | Multiplexed bead flow cytometry, RGS7-Galphao binding; actives lie on both sides | AID 1439 | binding response (% of control), % at 10 µM | actives 0.35% (n = 220,000) | P09471; in the data active means binding response below about 49% or above about 150%; inconclusive means no clear call, values can overlap the other calls; inactive means in between;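 further: fluorescent Galphao held in activated GDP-AlF4 state binding bead-coupled RGS7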
RGS8-Gao: regulators of human RGS8-Galphao interaction. multiplexed bead flow cytometry, RGS8-Galphao binding; actives lie on both sides. response (percent of control binding), % at 10 µM. actives 0.34% (n = 220,000). AID 1423; in the data active means response below about 60% or above about 140%; inactive means in between;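 further: Galphao activated as the GDP aluminium fluoride complex binding bead-coupled RGS8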
Mcl1 Noxa PPI: disrupts binding of human Mcl-1 to Noxa peptide | inhibition, % at 21.7 µM | AID 1022 | Q07820 | actives 1.5% (n = 220,000) | TR-FRET Mcl-1/Noxa peptide binding, 2 h;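 active means compounds that cut the protein-peptide binding signal by more than 50% relative to plate controls in a single-dose test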;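 further: His-tagged Mcl-1 with rhodamine Noxa BH3 peptide and terbium anti-His antibody; 0% = Mcl-1 plus Noxa peptide wells and 100% = peptide-only wells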
RGS4-Gao reg: modulates binding of RGS4 to human Galphao; P09471; Multiplexed bead flow cytometry; actives lie on both sides; binding response (% of control), % at 10 µM; actives 0.33% (n = 220,000); AID 1415; in the data active means binding response below about 49% or above about 150%; inactive means in between;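 further: fluorescent Galphao activated with aluminum fluoride binding bead-coupled RGS4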
Mcl-1 Bim block: disrupts Bim peptide binding to human Mcl-1; Q07820; Bead-based flow cytometry, Bim peptide-Mcl-1 binding; inhibition, % at 10 µM; actives 0.1% (n = 190,000); AID 1009;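 further: 0% = no compound tracer wells and 100% = peptide blocker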
The depositor's hits bear a star; u = inconclusive; x = no result given. Unless noted, no stated cut-off is given here; in the data, active means inhibition above about 40%.

Under each structure – Bcl-B Bim block	Bim-Bcl-W	Mcl1-Bid inh	Bim-Bcl-XL	Bcl-2 Bim block	Bim-Bfl-1	RGS7-Gao reg	RGS8-Gao	Mcl1 Noxa PPI	RGS4-Gao reg	Mcl-1 Bim block
> CCCCCC(=O)Nc1cccc(C2=NOC3(C2)C[C@H](C(N)=O)N(C(=O)CCCCC)C3)c1 (some centres not stated)
    x	x	-35.7	x	x	x	u	103.2	-7.3	100.8	x
> COc1cc2c(cc1NC(=O)COC(=O)[C@@H](NS(=O)(=O)c1cccc(Cl)c1)C(C)C)oc1ccccc12
    -5.0	-1.0	-16.3	-4.0	-4.0	0.0	99.7	101.1	12.8	100.8	-2.0
> COc1ccc(CCNC(=O)CSc2nc3[nH]ncc3c(=O)n2-c2ccccc2Br)cc1OC
    -2.0	-4.0	-13.4	-3.0	-1.0	0.0	103.1	104.4	5.4	106.5	-5.0
> Cc1cc(C)n(CC(=O)Nc2ccc([N+](=O)[O-])cc2)n1
    0.0	0.0	-4.3	-2.0	0.0	-4.0	103.6	102.1	1.4	99.7	0.0
> Cn1c(=O)n(C)c2cc(S(=O)(=O)O)ccc21
    -4.0	0.0	-4.0	-2.0	-2.0	-1.0	99.1	98.6	2.0	99.1	0.0
> COCCNC(=O)c1ccc(C2SCC(=O)N2Cc2ccco2)cc1 (configuration not stated)
    0.0	10.0	-48.5	1.0	0.0	-10.0	102.0	101.3	5.4	99.1	13.0
> CCCNC(=O)c1nc(C)n(-c2ccc([N+](=O)[O-])cc2)n1
    -2.0	2.0	-15.9	-2.0	-2.0	-7.0	u	101.3	9.3	103.7	0.0
> CCOC(=O)C1CCN(C(=O)CN(c2ccc3c(c2)OCO3)S(C)(=O)=O)CC1
    -1.0	-2.0	-15.4	0.0	0.0	-4.0	99.8	102.3	-4.2	102.3	0.0
> Cc1ccccc1NC(=O)CSc1ccncc1
    x	x	-7.6	x	x	x	u	103.8	1.4	108.2	x
> COc1ccc(C(=O)Nc2cccc(-c3nnc(-c4ccco4)o3)c2)cc1
    -5.0	0.0	5.6	-7.0	-13.0	-16.0	99.8	102.8	13.1	101.4	-3.0
> COc1ccc(-c2[nH]nc3c2C(c2ccccc2OC(=O)N2CCOCC2)C(C#N)=C(N)O3)cc1 (configuration not stated)
    -6.0	-3.0	-22.2	-2.0	-1.0	-3.0	94.9	97.3	8.1	96.0	-6.0
> COc1c(C)cc(C(=O)C2CCCN(C(=O)c3cccc(-n4cccn4)c3)C2)cc1C (configuration not stated)
    -3.0	-2.0	-33.9	-1.0	-4.0	-4.0	103.0	102.8	-9.1	101.8	2.0
> COc1ccc(CCCc2n[nH]c(=S)o2)cc1
    -16.0	0.0	-33.9	-4.0	-5.0	0.0	94.1	98.8	17.7	97.2	0.0
> C=CCNC(=O)C12CC3CC(C1)CC(C(=O)NCC=C)(C3)C2
    -7.0	0.0	-9.8	-3.0	-3.0	-12.0	99.9	102.5	-25.8	102.9	0.0
> COc1ccc(S(=O)(=O)CCC(=O)N2CC(=O)N(CCc3ccccc3)C(=O)C2)cc1
    -10.0	0.0	-23.4	-6.0	-6.0	-17.0	103.3	100.5	-7.2	102.1	-4.0
> COCC(=O)n1cc(C(=O)OC)c2ccccc21
    -5.0	-2.0	-15.0	-2.0	6.0	0.0	102.7	97.7	-6.9	105.0	-1.0
> Cc1ccccc1NC(=S)Nc1ccccn1
    x	x	-9.5	x	x	x	u	99.5	-2.2	98.7	x
> Cc1ccc2nc(-c3ccccc3)cc(C(=O)N3CCc4ccccc4C3)c2c1
    -9.0	-2.0	-12.7	-4.0	-1.0	7.0	99.4	101.0	10.3	103.0	-3.0
> Cc1nn(Cc2c(Cl)cccc2Cl)c(C)c1NC(=O)c1sc2ccccc2c1Cl
    -6.0	-2.0	-35.6	-11.0	-2.0	-3.0	94.9	96.6	-5.5	97.2	1.0
> O=C(CCCC(=O)OCC(Cl)=C(Cl)Cl)Nc1ccccc1F
    -9.0	-7.0	14.0	-10.0	-3.0	-4.0	99.4	100.3	2.5	97.4	-9.0
> Cc1noc(C)c1CSCC(=O)Nc1nc2ccc(Oc3ccccc3)cc2s1
    -5.0	2.0	-11.6	0.0	-5.0	-12.0	100.3	99.8	8.9	101.3	-1.0
> CCO[C@H]1OC(C(=O)O)=C[C@@H](c2ccc(C(F)(F)F)cc2)[C@@H]1CCCO
    0.0	-1.0	3.4	0.0	-1.0	-2.0	93.2	96.1	1.8	99.0	0.0
> O=C1CC(N2CCN(Cc3ccccc3)CC2)C(=O)N1c1ccccc1 (configuration not stated)
    -2.0	-2.0	3.9	-3.0	-3.0	-1.0	97.1	97.5	7.7	97.2	-5.0
> O=C(Cn1c(=O)oc2ccccc21)Nc1ccc2c(c1)OCCO2
    -4.0	-2.0	9.5	0.0	0.0	0.0	100.1	99.2	4.8	99.7	2.0
> O=C(Nc1ccc(S(=O)(=O)N2CCCCCC2)cc1)C1CCCO1 (configuration not stated)
    -5.0	0.0	11.4	-12.0	-7.0	-11.0	100.9	100.3	12.7	97.5	-4.0
> NNC(=O)c1cc2ccccc2cc1O
    -6.0	-2.0	-56.4	-4.0	-4.0	-12.0	100.3	101.1	20.9	101.3	-1.0
> CC(C)C(=O)Nc1c(-c2cccs2)c(=O)c2ccccc2n1C
    -2.0	-3.0	5.0	-3.0	0.0	-3.0	101.0	103.4	14.5	101.0	-7.0
> CC1CC2=C(NC(=S)NC2c2ccc(F)cc2)/C(=C/c2ccc(F)cc2)C1 (configuration not stated)
    -22.0	1.0	-5.2	-5.0	-1.0	18.0	120.7	101.2	1.3	111.2	-4.0
> Cc1ccc(C)c2[nH]c(=O)c(CCNC(=O)C(C)(C)C)cc12
    -5.0	0.0	7.0	-3.0	-10.0	-9.0	109.7	100.4	-2.2	101.3	0.0
> Cc1ccn(C(=O)c2cc3ccccc3oc2=O)n1
    1.0	0.0	9.0	0.0	-3.0	0.0	104.3	101.6	-3.4	98.5	0.0

Looked up by compound from above, 3 records:
Under each structure – Bcl-B Bim block	Bim-Bcl-W	Mcl1-Bid inh	Bim-Bcl-XL	Bcl-2 Bim block	Bim-Bfl-1	RGS7-Gao reg	RGS8-Gao	Mcl1 Noxa PPI	RGS4-Gao reg	Mcl-1 Bim block
> O=C(CCCC(=O)OCC(Cl)=C(Cl)Cl)Nc1ccccc1F
    -9.0	-7.0	14.0	-10.0	-3.0	-4.0	99.4	100.3	2.5	97.4	-9.0
> O=C(Cn1c(=O)oc2ccccc21)Nc1ccc2c(c1)OCCO2
    -4.0	-2.0	9.5	0.0	0.0	0.0	100.1	99.2	4.8	99.7	2.0
> CCOC(=O)C1CCN(C(=O)CN(c2ccc3c(c2)OCO3)S(C)(=O)=O)CC1
    -1.0	-2.0	-15.4	0.0	0.0	-4.0	99.8	102.3	-4.2	102.3	0.0

Following part
Under each structure – Bcl-B Bim block	Bim-Bcl-W	Mcl1-Bid inh	Bim-Bcl-XL	Bcl-2 Bim block	Bim-Bfl-1	RGS7-Gao reg	RGS8-Gao	Mcl1 Noxa PPI	RGS4-Gao reg	Mcl-1 Bim block
> O=S(=O)(c1ccc(Cl)cc1)N1CCN(C(=S)Nc2ccccc2F)CC1
    -19.0	0.0	-31.5	-4.0	-7.0	0.0	104.3	103.2	21.1	101.1	-4.0
> O=C(NCCc1ccc(Cl)cc1)C1CCC(CNc2c(N3CCCCC3)c(=O)c2=O)CC1 (configuration not stated)
    -3.0	-3.0	-22.2	-1.0	1.0	-4.0	108.0	108.0	13.3	106.6	-2.0
> Cn1c2c(c(=O)n(C)c1=O)C(c1ccc(Br)cc1)Nc1ccccc1O2 (configuration not stated)
    -7.0	3.0	-1.3	-4.0	-6.0	-11.0	97.3	98.6	5.3	99.7	0.0
> COc1ccccc1NC(=O)C1=C(C)Nc2nnnn2C1c1cc(Br)ccc1OC (configuration not stated)
    -5.0	-4.0	-5.6	-3.0	0.0	-2.0	93.1	98.4	3.3	86.5	-4.0
> COc1cc2c(cc1OC)CC1(CCCCC1)N=C2
    -3.0	-2.0	-12.3	0.0	-4.0	-6.0	101.1	100.7	0.2	99.5	-2.0
> CCSc1nnc(-c2sc3nnc(-c4ccccc4)c(-c4ccccc4)c3c2N)o1
    -10.0	17.0	-29.7	18.0	16.0	7.0	105.2	99.3	5.2	106.6	11.0
> COC1CCCN(Cc2cn(C)nc2-c2ccc(Oc3ccccc3)cc2)C1 (configuration not stated)
    1.0	0.0	-14.7	-2.0	2.0	3.0	84.7	95.8	10.3	92.3	-4.0
> CC(Sc1nc2ccccc2o1)C(=O)O (configuration not stated)
    -1.0	1.0	-37.8	-2.0	1.0	-1.0	87.2	83.4	2.1	84.1	-2.0
> CCOC(=O)c1ccc(NC(=O)Nc2cccc(C)n2)cc1
    4.0	-1.0	5.3	1.0	1.0	4.0	93.0	95.8	12.6	94.8	-3.0
> COc1ccc(CCNC(=O)COc2ccc(N(C)S(=O)(=O)c3ccc(C)cc3)cc2)cc1
    -2.0	0.0	-37.2	0.0	-1.0	-8.0	84.2	91.5	3.8	87.0	0.0
> C=CCON/C(CCC)=C1\C(=O)C(C(=O)OC)C(C)(C)CC1=NC (configuration not stated)
    -5.0	0.0	-9.5	-5.0	-4.0	-3.0	97.8	98.6	6.8	94.5	0.0
> CCOc1cc(C(=O)Nc2ccc(S(=O)(=O)Nc3cc(C)on3)cc2)cc(OCC)c1OCC
    -12.0	-4.0	-30.1	-8.0	-14.0	-15.0	104.0	102.5	6.0	103.2	-6.0
> Cc1nnc(SCc2ccc(C(=O)Nc3cc(Cl)ccc3C)cc2)s1
    -6.0	-6.0	-7.5	-2.0	-3.0	-2.0	96.4	101.3	19.6	101.0	-4.0
> COCC(C)n1c(SCC(=O)c2cc(C)n(C)c2C)nc2ccccc2c1=O (configuration not stated)
    -3.0	-3.0	-6.0	-3.0	-2.0	-5.0	107.3	101.3	8.7	98.9	1.0
> Cc1ccc2nc(-c3ccc(N4C(=O)CC(N5CCC(C(N)=O)CC5)C4=O)cc3)sc2c1 (configuration not stated)
    -4.0	-1.0	10.1	-3.0	0.0	-4.0	89.8	93.5	35.0	92.6	1.0
> CCN(C(=O)COc1cc(=O)n(C)c2ccccc12)c1cccc(Cl)c1
    -3.0	-4.0	-4.9	-3.0	-5.0	-1.0	93.2	92.6	1.7	93.4	-1.0
> Cc1c(C(=O)N2CCN(c3ccccn3)CC2)cccc1[N+](=O)[O-]
    0.0	1.0	-4.1	0.0	-1.0	0.0	94.4	98.8	23.7	98.6	0.0
> Cc1c(C(=O)Nc2ccccc2)sc2nc[nH]c(=O)c12
    -2.0	0.0	-73.9	3.0	0.0	-14.0	101.9	102.5	9.6	102.0	-11.0
> Cc1occc1-c1nnc(SCC(=O)c2ccc(F)cc2)n1Cc1ccco1
    -7.0	-1.0	-1.4	-6.0	-6.0	-18.0	100.2	101.0	11.1	102.5	-2.0
> CCCCC/S(CC1CC1(Cl)Cl)=N\S(=O)(=O)c1ccc(C)cc1 (configuration not stated)
    0.0	1.0	2.8	-3.0	1.0	0.0	97.8	97.1	4.4	98.0	6.0
> O=C(C1CC1)N(CCN(C(=O)C1CC1)c1ccccc1)c1ccccc1
    -1.0	-1.0	-25.1	-2.0	0.0	-3.0	96.2	98.8	-6.5	96.9	-1.0
> CCN(CC)S(=O)(=O)c1cccc(-c2n[nH]c(=S)n2C(C)COC)c1 (configuration not stated)
    -36.0	-2.0	-11.6	-6.0	-4.0	3.0	95.6	98.6	-17.6	94.4	-8.0
